Source: PubChem (National Center for Advancing Translational Sciences (NCATS))
IMPase inh: membrane-permeable compound that blocks inositol monophosphatase. CHO-M1 cells, IP1 accumulation, HTRF TR-FRET ratio. inhibition (IP1 accumulation), % at 46.1 µM. 120,000 tested, under 10 active. AID 901; active = well fitted curve in the direction sought with a large enough effect in the signal ratio, not every such curve was filed as active; inconclusive = small, poorly fitted or top-dose-only effect, or a change in a side signal; inactive = no such curve, though single readings can be large or run the other way; the % refers to the signal ratio;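 also: cells stimulated with carbachol in lithium chloride buffer; plate controls were DMSO basal wells for no effect and reference inhibitor wells for full effect; higher means more IMPase inhibition seen as more IP1 and lower FRET ratio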
Target sequence (P97697 whole entry, looked up): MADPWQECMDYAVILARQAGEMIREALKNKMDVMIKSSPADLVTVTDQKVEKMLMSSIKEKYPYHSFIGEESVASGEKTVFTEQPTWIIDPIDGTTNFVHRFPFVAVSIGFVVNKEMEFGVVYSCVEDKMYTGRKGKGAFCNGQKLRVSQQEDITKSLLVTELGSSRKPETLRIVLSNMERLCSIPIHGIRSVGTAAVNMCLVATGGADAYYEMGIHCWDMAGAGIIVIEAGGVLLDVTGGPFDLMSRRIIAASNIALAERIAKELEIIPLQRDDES
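In this qHTS, compounds (final up to 46 uM) act on CHO-M1 cells that are then activated through the M1 receptor with carbachol, in pH 7.4 buffer containing 50 mM LiCl, for 30 min. IP1 accumulation is quantified by the IP-One immunoassay.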
12-hLO inh: inhibitors of human 12-lipoxygenase (ALOX12). Potency, µM (titrated, usually from 57.1 µM), without a hit: at the highest dose activity change, negative = inhibition, usual class: inhibitors. P18054. 150,000 tested, 0.12% active. purified 12-hLO, xylenol orange hydroperoxide absorbance; also: potency is read from the fitted curve at half-maximal effect; nearly all actives have a fitted effect of over 55% in size; many of its hits are not listed in these tables
Target sequence (P18054 whole entry, looked up): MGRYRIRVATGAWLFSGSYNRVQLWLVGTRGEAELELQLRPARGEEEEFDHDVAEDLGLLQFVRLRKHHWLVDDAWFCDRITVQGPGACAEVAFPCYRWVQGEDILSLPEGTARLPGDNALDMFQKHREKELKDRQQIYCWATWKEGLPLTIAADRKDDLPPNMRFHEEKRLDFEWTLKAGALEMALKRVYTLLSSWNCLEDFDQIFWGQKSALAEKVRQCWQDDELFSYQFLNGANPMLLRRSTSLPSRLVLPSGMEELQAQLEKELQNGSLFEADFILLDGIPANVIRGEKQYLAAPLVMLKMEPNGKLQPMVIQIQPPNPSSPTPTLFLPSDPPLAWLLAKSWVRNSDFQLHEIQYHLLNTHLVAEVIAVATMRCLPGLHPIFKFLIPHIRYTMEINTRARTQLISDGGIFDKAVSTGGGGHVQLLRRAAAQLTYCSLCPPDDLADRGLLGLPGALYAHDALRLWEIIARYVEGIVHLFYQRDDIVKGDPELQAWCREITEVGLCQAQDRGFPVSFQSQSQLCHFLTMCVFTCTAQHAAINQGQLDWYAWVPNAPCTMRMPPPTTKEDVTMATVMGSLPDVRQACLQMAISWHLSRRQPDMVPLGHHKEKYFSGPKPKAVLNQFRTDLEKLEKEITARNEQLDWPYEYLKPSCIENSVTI
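Purified human 12hLO (150 nM final) was preincubated with compounds for 15 min at room temperature in 25 mM Hepes pH 7.0, 0.01% Triton X-100, then reacted with 40 uM arachidonic acid for 30 min. Hydroperoxide was detected with ferrous iron/xylenol orange.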
15-hLO-2 inh: blocks human 15-lipoxygenase 2 activity; O15296; purified 15hLO-2, xylenol orange hydroperoxide absorbance; Potency, µM (highest dose often 57.1 µM), without a hit: top-dose activity change, negative = inhibition, actives largely listed as inhibitors; 110,000 tested, 0.56% active; also: potency is read from the fitted curve at half-maximal effect; nearly all actives have a fitted effect of over 60% in size; many of its hits are not listed in these tables
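Purified human 15hLO-2 (50 nM) preincubated 15 min with compound, then 45 uM arachidonic acid for 90 min at RT in 25 mM Hepes pH 7.5, 0.01% Triton X-100. Hydroperoxide detected by Fe-xylenol orange; 573/405 nm absorbance ratio.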
PNC inhibitor: inhibitors of perinucleolar compartment assembly; PC3M PTB-GFP, PNC prevalence imaging, 16 h; hits give low values; 140,000 tested, 3.1% active; AID 2417; activity change (PNC), negative = inhibition, % at 10 µM;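 active = readout at or below -70, meaning at least 70% loss of cells showing the perinucleolar compartment, a nuclear body marking cancer cells; inconclusive = readout between -30 and a set limit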;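 also: plate controls were DMSO wells for no effect and camptothecin positive control wells for full effect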
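Read-out is percentage of cells bearing a perinucleolar compartment, from automated 20x imaging of fixed, Hoechst-stained PC3M PTB-GFP cells. Cells were seeded 4 h, then exposed 16 h to compound (23 nl of library stock) in duplicate plates.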
An asterisk follows results filed as active; ? = inconclusive; . = no result given; [ ] = dose if it differs, or a comment. Unless noted, calls follow the shape of the dose curve; as a rule, active = well fitted curve in the direction sought with a large enough effect; inconclusive = small, poorly fitted or top-dose-only effect, or another doubt; inactive = no such curve, though single readings can be large; an effect the other way counts as inactive or inconclusive. Unless noted, % is scaled to controls: 0 for no effect and ±100 for the full control effect. Not a hit list, and some 3.1% of all compounds hit somewhere here.

no.	Molecule	12-hLO inh	15-hLO-2 inh	IMPase inh	PNC inhibitor
1	O=C(CNS(=O)(=O)c1cccc(Cl)c1)Nc1ccc(-c2nc3ccccc3s2)cc1	-5%	.	-8	-11
2	COCCn1c(SCC(=O)Nc2cccc(OC)c2)nnc1-c1ccccc1	2%	0%	4	5
3	Cc1ccccc1OCCNC(=O)CSc1ccc(C(F)(F)F)cc1[N+](=O)[O-]	0%	.	-3	-9
4	CCCOc1ccc2oc(=O)c3c(c2c1)CCCN3C(=O)CN1CCN(C(=O)c2ccco2)CC1	3%	.	0	15
5	Nc1nnc(SCC(=O)OCc2ccc(Cl)c(Cl)c2)s1	-1%	.	-5	?
6	Cc1ccc(CSc2nnc([C@@H]3CCCN3)o2)cc1	-6%	4%	1	24
7	Nc1nncn1C(=O)c1c(Cl)cccc1Cl	0%	1%	-1	17
8	NNC(=O)c1ccc[n+](CCc2ccccc2)c1	3%[11.4 µM]	-2%[11.4 µM]	.	.
9	O=C1c2ccccc2NC(c2ccc(Cl)cc2Cl)N1Cc1ccccc1 (stereo not drawn)	-28%	-5%	4	16
10	COC(=O)c1c(N)n(CCCN2CCOCC2)c2nc3ccccc3nc12	5%	-9%	-6	75
11	N#Cc1ccc(C(c2nnnn2Cc2ccccc2)N2CCCC2)cc1 (stereo not drawn)	2%	-3%	-19	61
12	CCCOc1ccc(-c2nnn(CC(=O)c3ccc4c(c3)OCCO4)n2)cc1	0%	-1%	-6	1
13	COc1cccc(C(=O)Nc2ccc(NC(C)=O)cn2)c1	2%	.	?	-116*
14	Cc1cnn(C(=O)c2cc(-c3ccccc3)nc3ccccc23)c1	-4%	25%	4	?
15	O=C(Nc1cccn(Cc2ccccc2)c1=O)NC1CCCCC1	0%	-3%	-5	52
16	Cc1nc2ncnn2c(N2CCN(C(=O)c3cccc(F)c3)CC2)c1C	-2%	.	-6	?
17	COc1ccc(N(C(=O)c2ccc(S(=O)(=O)N3CCOCC3)cc2)C2C=CS(=O)(=O)C2)cc1 (stereo not drawn)	3%	5%	-3	96
18	Cc1noc(C)c1C(c1ccccc1)c1ccccc1	-1%	-4%	5	46
19	CSc1nc(-c2ccccc2)nc(SC)c1C(C)=O	-2%	5%	15	-12
20	COc1cc(OC)cc(C(=O)NC(=S)N2CCN(c3ccc(C(F)(F)F)cc3[N+](=O)[O-])CC2)c1	-5%	-13%	-2	78
21	CS(=O)(=O)Nc1ccc(C(=O)NCc2ccc3c(c2)OCO3)cc1	-2%	-1%	-2	-14
22	COc1ccc(Nc2nc(C)cc(C)c2C(N)=O)cc1	2%	4%	12	17
23	COc1ccc(-n2c(Cc3cccn3C)nnc2SCC(=O)Nc2ccc3c(c2)OCCO3)cc1	7%	-4%	-2	17
24	O=C(COc1ncnc2ccc(Br)cc12)NCc1ccc2c(c1)OCO2	-9%	-5%	-16	-7
25	CN1C(=O)/C(=N\OC(=O)c2cccc3ccccc23)c2ccccc21	-2%	-12%	2	38
26	CCOc1ccc(-c2nn(-c3ccccc3)cc2/C=C2\SC(=S)N(C3CCS(=O)(=O)C3)C2=O)cc1 (stereo not drawn)	3%	-15%	3	-1
27	Cc1cc(NS(=O)(=O)c2ccccc2)cc(Cl)c1O	-10%	-21%	4	10
28	COc1cccc2c1OCC(C(=O)NCc1ccc(Cl)cc1Cl)=C2	-2%	11%	-2	-12
29	Cc1oc(-c2ccccc2F)nc1CN1CCC(C(=O)NCc2cccnc2)CC1	-4%	0%	-1	-6
30	Cc1ccc(C)c(NC(=O)Cn2nc(-c3ccccc3)nc2-c2ccccc2)c1	6%	.	-1	36
31	CCOC(=O)c1c(NC(=O)Cn2cnc3scc(-c4ccc(C)cc4)c3c2=O)sc(C)c1C	2%	.	4	?
32	CCCN1CCN(CCCNC(=O)Cn2nc(-c3ccc(C)cc3)ccc2=O)CC1	6%	15%	6	-10
33	Cn1c(=O)c2c(nc(NCCO)n2CCc2ccccc2)n(C)c1=O	-4%	-2%	2	20
34	O=C(CSC1=Nc2ccccc2C2=NC(c3ccccc3)C(=O)N12)NC1CCCCC1 (stereo not drawn)	-4%	-2%	-11	-8
35	O=S(=O)(NCCc1ccccn1)c1cccs1	-4%	-2%	0	-11
36	Cc1ccc(CN=Cc2[nH]c3ccc(Br)c(Cl)c3c2O)cc1	?	?	-12	20
37	CC(NC(=O)COC(=O)c1ccc([N+](=O)[O-])s1)c1ccccc1 (stereo not drawn)	1%	.	-4	?
38	CCC(OC(=O)c1cccs1)C(=O)NCc1ccc2c(c1)OCO2 (stereo not drawn)	-2%	0%	3	8
39	O=S(Cc1ccc(Cl)cc1)CC(O)COCc1ccc(Cl)cc1 (stereo not drawn)	-4%	4%	6	34
40	Cc1cnc(CNc2ncnc3ccc(-c4cccc(C#N)c4)cc23)cn1	-3%	2%	.	.
41	OCCCc1nc2n(n1)C(c1cccs1)C=C(c1ccc(Br)cc1)N2 (stereo not drawn)	?	-9%	-7	-29
42	NS(=O)(=O)c1ccc(NN=C2CCCCC2)c([N+](=O)[O-])c1	-5%	.	.	14
43	CCOc1cc(N2CCOCC2)c(OCC)cc1NC(=O)COC(=O)c1ccccc1C	1%	.	.	7
44	Cn1cnc(S(=O)(=O)NCc2ccccc2)c1	-1%	.	.	-6
45	CC(C)[C@H](NC(=O)OC(C)(C)C)c1nnc(SCC(=O)Nc2ccc(Br)cc2)o1	0%	4%	9	-4
46	CC(=O)N1c2ccccc2C(C)(C)C2CCC(C)CC21 (stereo not drawn)	-4%	.	?	?
47	Cc1cc(Cl)c(S(=O)(=O)N2CCN(c3ccc(F)cc3)CC2)cc1OCC(N)=O	0%	-2%	-1	3
48	Cc1ccc(CNC(=O)COC(=O)c2cnccn2)cc1	2%	1%	2	19
49	O=C(CSc1ncnc2c1oc1ccccc12)NCc1ccc(F)cc1	2%	-3%	-23	-13
50	COc1ccc(C)cc1NC(=O)CN1CCN(C/C=C/c2ccccc2)CC1	5%	46%[activator]	2	-21
51	CC(=O)c1sc(NC(=O)c2ccco2)nc1-c1ccccc1	-2%	9%	6	3
52	FC(F)(F)c1cnc(-n2cc[nH]c2=S)c(Cl)c1	-2%	2%	1	9
53	CC(C)(C)C(=O)Nc1ccc(C(=O)Nc2cccnc2)cc1	2%	7%	13	28
54	Cc1ncc(CO)c(CO)c1O	-4%[25.6 µM]	0%[25.6 µM]	-8[20.6 µM]	.
55	Nc1ccc2nn(-c3cccc4ccccc34)nc2c1	-4%	.	-23	-2
56	COc1ccc(COC(=O)N/N=C(\C)CC(=O)Nc2ccc(Cl)cc2)cc1	-1%	.	.	21
57	CC1(C)CC(=O)C(/C=N/n2c(C(F)(F)F)nc3ccccc3c2=O)=C(O)C1	0%	1%	2	?
58	Cc1cccc(Cn2c(N(C)Cc3ccccc3)nc3c2c(=O)[nH]c(=O)n3C)c1	-8%	-17%	14	-12
59	Cc1ccc(Cc2cnc(N3C(=N)SC(c4ccccc4)C3=O)s2)cc1 (stereo not drawn)	2%	.	3	?
60	CCOC(=O)CSc1nc(C)c(C(C)=O)cc1C#N	8%	-5%	-7	13

Later entries
no.	Molecule	12-hLO inh	15-hLO-2 inh	IMPase inh	PNC inhibitor
61	O=C1c2ccccc2N2C(=O)c3ccccc3C2N1O (stereo not drawn)	-18%	-10%	11	?
62	CC(NC(=O)CSc1nc2c(cc1C#N)CN(C)CC2)c1ccccc1 (stereo not drawn)	-10%	3%	24	42
63	Nc1ccc([N+](=O)[O-])c(N)c1	-4%	-12%	.	.
64	Cc1ccc(S(=O)(=O)N2CCC(=O)N(C(COCc3ccc(C(F)(F)F)cc3)C(C)C)CC2)cc1 (stereo not drawn)	-5%	.	.	83
65	CC1(C)NC(=O)N(CC(O)CN2CCCC2)C1=O (stereo not drawn)	9%	2%	10	17
66	COc1ccccc1N1CCN(C(=O)C2CCN(S(=O)(=O)c3ccc(F)cc3)CC2)CC1	-6%	-2%	-4	-10
67	O=C(CN1C(=O)CSc2ccccc21)NC1CCCC1	-3%	-2%	1	?
68	CC(C)(C)n1nc2c(c1NC(=O)c1ccccc1F)CS(=O)C2 (stereo not drawn)	3%	4%	3	?
69	Cn1c(Cc2cccs2)nnc1SCC(=O)N1CCCc2ccccc21	-1%	-3%	1	?
70	CCC(C)(C)n1nnnc1C(c1cc2ccc(OC)cc2[nH]c1=O)N1CCc2ccccc21 (stereo not drawn)	-20%	12%	-2	-2
71	Cc1nn(Cc2ccccc2)c(C)c1NC(=O)CCCn1nc([N+](=O)[O-])c(Cl)c1C	-4%	.	0	47
72	CNc1nc(Sc2ccccc2)cc(C(F)(F)F)n1	-4%	11%	6	18
73	CC(=O)c1sc(NC(=O)c2cc(-c3ccccc3)nn2-c2ccccc2)nc1C	-1%	.	.	?
74	CCN(Cc1ccncc1)C(=S)Nc1c(C)cccc1C	0%	.	-6	?
75	NS(=O)(=O)c1ccc(N/C=C/C(=O)c2ccc(Br)cc2)cc1	-6%	.	.	19
76	CCc1ccc(NC(=O)CSC2=C(C#N)C(c3ccco3)C3=C(CCCC3=O)N2)cc1 (stereo not drawn)	-7%	-10%	1	-1
77	N#CC1=C2SCC(O)(c3ccccc3)N2C(=O)CC1c1ccccc1F (stereo not drawn)	-6%	-12%	5	0
78	Cc1cc(CNC(=O)[C@H](C)[C@H]2C[C@]2(C)[C@H](NC(=O)OCc2ccccc2)c2ccccc2)nn1C	-1%	16%	.	.
79	Cc1cc(SCc2ccccc2)nc(=O)[nH]1	-4%	4%	-2	-7
80	COC(=O)[C@@]1(Cc2ccc(F)cc2)[C@H]2c3cc(C(=O)N4CCCC4)n(Cc4cc(F)cc5c4OCOC5)c3C[C@H]2CN1C(=O)c1ccccc1	-4%	5%	.	.
81	CCOC(=O)c1snc(C(=O)NC2CCCCC2)c1N	0%	-16%	9	?
82	Cc1ccc(C(=O)N2CCN(C(=O)CN3CCOCC3)C2)cc1	2%	-9%	-11	24
83	O=C(Cc1ccccc1)Nn1c(-c2ccccc2)nc2ccccc2c1=O	1%	.	.	10
84	Cc1ccsc1/C=N/NC(=O)C1CC(=O)N(c2ccccc2)C1 (stereo not drawn)	-3%	.	.	36
85	Cc1c(Cl)ccc2c1NC(=O)[C@]21N[C@@H](CCC(N)=O)[C@H]2C(=O)N(c3ccc(F)cc3)C(=O)[C@H]21	-13%	?	18	-21
86	COC(=O)N1CCC[C@@]2(CCN(C(c3ccccc3)c3ccccc3)C2)C1	-11%	-1%	.	.
87	COc1ccc(-c2ccc(NCCC3=CCCCC3)nn2)cc1OC	-5%	10%	5	48
88	O=C1CS/C(=C\[N+](=O)[O-])N1c1ccc(OC(F)(F)F)cc1	-11%	-3%	0	-19
89	Cc1ccc(C)n1-c1nc(=S)[nH][nH]1	?	5%	2	-5
90	O=C(c1sc2cccc(F)c2c1Cl)N1CCN(c2ncccn2)CC1	2%	.	.	29
91	O=C(O)/C(=C\c1ccco1)NC(=O)c1ccccc1	-2%	.	.	-27
92	Cc1cc(C)c(C)c(S(=O)(=O)ON2C(=O)c3ccccc3C2=O)c1C	-2%	-19%	5	34

In the list so far, 3 contain a tert-butyl group:
no.	Molecule	12-hLO inh	15-hLO-2 inh	IMPase inh	PNC inhibitor
45	CC(C)[C@H](NC(=O)OC(C)(C)C)c1nnc(SCC(=O)Nc2ccc(Br)cc2)o1	0%	4%	9	-4
53	CC(C)(C)C(=O)Nc1ccc(C(=O)Nc2cccnc2)cc1	2%	7%	13	28
68	CC(C)(C)n1nc2c(c1NC(=O)c1ccccc1F)CS(=O)C2 (stereo not drawn)	3%	4%	3	?
